# MBNL1-CUG inh = MBNL1-poly(CUG) RNA binding inhibition. Q9NR56. TR-FRET MBNL1-His/biotin-(CUG)12 binding, 665/545 ratio. Potency, µM (highest dose often 57.5 µM), without a hit: at the highest dose activity change, negative = inhibition, most hits filed as inhibitors. 280,000 compounds, 0.036% hits. AID 2675; active means well fitted inhibition curve with a large enough effect in the signal ratio, with a control signal flat, not every such curve was filed as active; inconclusive means small, poorly fitted or top-dose-only effect, or effect the other way, or a change in a side signal; inactive means no such curve, though single readings can be large or run the other way; the % refers to the signal ratio; further: potency means the concentration at half of the fitted maximal effect; on the % scale 0 is the no-effect control and ±100 the full control effect
# Target sequence (Q9NR56 whole entry, looked up): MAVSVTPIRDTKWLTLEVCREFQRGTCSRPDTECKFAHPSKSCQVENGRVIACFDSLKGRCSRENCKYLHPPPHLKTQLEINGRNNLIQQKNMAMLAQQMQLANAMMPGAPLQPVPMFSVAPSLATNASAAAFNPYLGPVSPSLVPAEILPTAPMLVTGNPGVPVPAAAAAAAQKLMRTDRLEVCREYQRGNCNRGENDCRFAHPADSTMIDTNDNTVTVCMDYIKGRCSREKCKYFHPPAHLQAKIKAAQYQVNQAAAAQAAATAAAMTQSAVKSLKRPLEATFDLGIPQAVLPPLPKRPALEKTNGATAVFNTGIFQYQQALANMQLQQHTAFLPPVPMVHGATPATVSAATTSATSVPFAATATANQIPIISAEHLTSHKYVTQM
#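 Compound titration spanned 92 nM–58 uM against the MBNL1-His/biotin-(CUG)12 complex. After 60 min at room temperature with 5 nM streptavidin-XL665 and 0.055 ng/ul terbium anti-His, ratiometric 665/545 nm emission (Ex 340 nm) normalized to controls.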
# S-ASM inh = human S-ASM enzyme inhibition; P17405; placental ASM, HMU-PC fluorogenic substrate, 60 min; Potency, µM (series often up to 57.5 µM), for inactives: top-dose activity change, negative = inhibition, most hits filed as inhibitors; 340,000 compounds, 0.006% hits; AID 504937; further: potency means the concentration at half of the fitted maximal effect
#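 HMU-PC0 cleavage (9 uM final) by human placental ASM, 60 min at 37 °C following 10 min compound exposure at RT; stopped at pH 10, fluorescence Ex 386/Em 447 nm.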
# CXXC DNA block = MLL CXXC-DNA interaction inhibition; Q03164; MLL-CXXC / FITC-HOXA9 DNA fluorescence polarization; Potency, µM (titrated, usually from 115 µM), without a hit: at the top dose activity change, negative = inhibition, usual class: inhibitors; 290,000 compounds, 0.037% hits; AID 2662; active means well fitted inhibition curve with a large enough effect in the polarisation, with a control signal flat, not every such curve was filed as active; inconclusive means small, poorly fitted or top-dose-only effect, or effect the other way, or a change in a side signal; inactive means no such curve, though single readings can be large or run the other way; the % refers to the polarisation; further: potency means the concentration at half of the fitted maximal effect
#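 Steps: dispense CXXC domain solution (7 uM) → pin compounds or unlabeled HOX-A9 DNA control → 5 min ambient → add FLSN-HOX-A9 solution (50 nM) → spin → 30 min ambient → fluorescence polarization. Tris pH 7.5/NaCl/DTT/BSA buffer.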
# TCR activator = activates T cell receptor signaling; primary human leukocytes, anti-CD3, IL-2 HTRF, 48 h; Potency, µM (titrated, usually from 9.22 µM), inactives show top-dose activation of IL-2 secretion, usual class: activators; 330,000 tested, under 10 active; AID 504894; further: % of control where 0% means no effect
#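 Primary human leukocytes incubated 48 hr with anti-CD3 beads plus compound, without co-stimulation. Secreted IL-2 measured by HTRF (europium cryptate/d2 anti-IL-2 pair, 320 nm excitation, 665 nm emission).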
# Menin MLL FP TR = displaces Texas Red mutant MLL peptide from human menin; O00255; Menin + Texas Red MLL mutant peptide, fluorescence polarization; Potency, µM (highest dose often 61.6 µM), for inactives: at the top dose FP activity change, negative = inhibition, actives largely listed as inhibitors; 270,000 compounds, 0.23% hits; AID 1768; active means well fitted inhibition curve with a large enough effect in the polarisation, with a control signal flat, not every such curve was filed as active; inconclusive means small, poorly fitted or top-dose-only effect, or effect the other way, or a change in a side signal; inactive means no such curve, though single readings can be large or run the other way; the % refers to the polarisation; further: potency means the concentration at half of the fitted maximal effect; % of control where 0% means no effect; many of its hits are not listed in these tables
# PTAP TSG101 blk = blocks PTAP/TSG101 interaction to inhibit HIV-1 budding; Q99816; Fluorescence polarization, FITC-PTAP peptide / Tsg101 binding; Potency, µM (series often up to 115 µM), inactives show top-dose activity change, negative = inhibition, usual class: inhibitors; 340,000 tested, under 10 active; AID 493005; active means well fitted inhibition curve with a large enough effect in the main read-out, with a control signal flat, not every such curve was filed as active; inconclusive means small, poorly fitted or top-dose-only effect, or effect the other way, or a change in a side signal; inactive means no such curve, though single readings can be large or run the other way; further: potency means the concentration at half of the fitted maximal effect; % of control where 0% means no effect
# Target sequence (Q99816 whole entry, looked up): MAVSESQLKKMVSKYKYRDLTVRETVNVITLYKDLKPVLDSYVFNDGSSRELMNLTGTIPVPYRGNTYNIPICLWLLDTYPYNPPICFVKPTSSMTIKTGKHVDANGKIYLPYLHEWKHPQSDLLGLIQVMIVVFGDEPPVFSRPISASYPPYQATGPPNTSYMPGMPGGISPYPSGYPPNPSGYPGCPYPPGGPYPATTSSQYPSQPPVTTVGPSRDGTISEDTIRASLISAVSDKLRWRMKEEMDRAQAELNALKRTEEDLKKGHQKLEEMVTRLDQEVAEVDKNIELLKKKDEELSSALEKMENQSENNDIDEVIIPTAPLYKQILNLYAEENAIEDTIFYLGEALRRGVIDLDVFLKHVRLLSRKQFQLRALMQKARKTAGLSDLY
#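 Fluorescence polarization binding of Tsg101 binding domain (10 uM final) to FITC-labeled PTAP peptide (50 nM final) in HEPES pH 7.5 buffer with NaCl, Tween 20, EDTA, TCEP. Compounds added before peptide; binding 20 min at RT.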
# a7 integrin act = activates integrin-mediated alleviation for muscular dystrophy | alpha7betagal myoblasts, beta-gal FDG fluorescence, 48 h | Potency, µM (doses to about 38.3 µM), for the others: at the top dose activation, actives largely listed as activators | 350,000 compounds, 0.064% hits | AID 624291;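 further: potency means the concentration at half of the fitted maximal effect; 100% = response of the positive control SU9516; nearly all actives have a fitted effect of over 60% in size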
#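 Alpha7betagal+/- myoblasts (passage 13) were plated 16-24 hr, then exposed to compounds (1:260 dilution of DMSO stock) for 48 hours at 37C. After MPER lysis, β-galactosidase reporter activity was read as FDG fluorescence (ex 480/em 540) after 30 minutes.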
# Mito fusion yeast = blocks mitochondrial division or promotes mitochondrial fusion | S. cerevisiae fusion-defective mutant growth rescue, CellTiterGlo 48 h | Potency, µM (top dose mostly 46.1 µM), inactives show top-dose growth rescue (activation), usual class: activators | 320,000 compounds, 0.23% hits | AID 485298;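 further: potency means the concentration at half of the fitted maximal effect; % of control where 0% means no effect; nearly all actives have a fitted effect of over 45% in size; temperature-sensitive fusion mutants such as fzo1-1 at 37 °C on non-fermentable ethanol glycerol medium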
#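 Luminescent cell viability in 1536-well qHTS format served as the measure of rescued growth in ts fusion-mutant S. cerevisiae cultured on non-fermentable YPEG for 48 hours at 37C.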
# TSHR antag = human thyrotropin receptor antagonism; P16473; TSHR-expressing cells, TSH-stimulated cAMP HTRF, 2 h; hits give low values; activity change, negative = inhibition, % at 11.5 µM; 330,000 compounds, 0.2% hits; AID 504810;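 active means activity change below a set negative limit, meaning inhibition stronger than a set level, cut at about -70% in these data; inconclusive means activity change between two set negative limits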; further: on the % scale 0 is the no-effect control and ±100 the full control effect
#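 Read-out is FRET at 665 nm (cryptate excitation 337 nm) from a cryptate-tagged anti-cAMP antibody, competed by cell cAMP against cAMP-d2. Compounds are tested on freshly harvested TSHR cells challenged with 4nM TSH (EC80) for 2 hours at 37 deg C.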
# A-T KAP1 phos = potential ataxia-telangiectasia treatment | […] A-T fibroblasts, KAP-1 phosphorylation AlphaLISA; neocarzinostatin DNA damage 30 min before lysis | Potency, µM (series often up to 57.5 µM), without a hit: top-dose activation, hits mostly activators | 320,000 compounds, 0.19% hits; further: potency means the concentration at half of the fitted maximal effect; % of control where 0% means no effect; nearly all actives have a fitted effect of over 45% in size
#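 ATM-like activity read as KAP-1 phosphorylation via AlphaLISA donor/acceptor antibody pairs after lysis and 6 hr at 25C. Cells were ATM-null patient fibroblasts ([…], hTERT), dosed 60 min, then exposed to the DSB inducer NCS for 30 min.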
# * marks the source's active call; other numbers are inactive results; i = inactive; u = inconclusive; x = not tested or not shown; [ ] = another dose, or the depositor's remark. Unless noted, the call rests on the fitted dose curve; in most records, active means well fitted curve in the direction sought with a large enough effect; inconclusive means small, poorly fitted or top-dose-only effect, or another doubt; inactive means no such curve, though single readings can be large; an effect the other way counts as inactive or inconclusive. Only part of the results is shown, so the mix of outcomes need not match the whole.
SMILES,MBNL1-CUG inh,S-ASM inh,CXXC DNA block,TCR activator,Menin MLL FP TR,PTAP TSG101 blk,a7 integrin act,Mito fusion yeast,TSHR antag,A-T KAP1 phos
COc1ccc(C2Nc3ccccc3C(=O)N2NS(=O)(=O)c2ccc(C)cc2)cc1OC (stereo not drawn),-6%,28%,18%,7%,17%,0%,-13%,0%,7,14%
O=C(CCNC(=O)Cn1ccc2ccccc2c1=O)NCCc1ccc(Cl)cc1,x,-1%,5%,1%[46.1 µM],0%,-1%,19%,-3%,8,-11%
CCOc1cc(CNCCSc2nnnn2C)cc(Br)c1OCc1ccccc1F,-2%,-2%,11%,-1%,-18%,-6%,0%,-4%,-32,4%
O=C(Cn1nc(C(F)F)cc1C(F)F)NNC(=S)Nc1ccc(Cl)cc1,0%,0%,10%,0%,16%,-7%,1%,-1%,-10,1%
COC(=O)[C@]1(CC(C)C)N[C@H](c2ccc(-c3ccc(Cl)c(Cl)c3)cc2)[C@@H]2C(=O)N(C)C(=O)[C@@H]21,x,-2%,x,-3%,x,-2%,-2%,u,-11,19%
O=C(Nc1nccs1)c1ccc(NC(=O)c2ccco2)cc1,1%,-4%,0%,-1%,11%,0%,5%,2%,-14,2%
Cc1cc(C)n2nc(-c3ccc(F)cc3)nc2n1,-2%,-1%,6%,0%,3%,-5%,11%,0%,-2,0%
COc1ccc(CCN(C)C(=O)c2cc(-c3ccccc3)nc3ccc(C)cc23)cc1OC,u,-2%,-2%,7%,x,-9%,-68%[inhibitor],0%,2,10%
Cc1ccc(Nc2nc(C)c(CCC(C)C)c(=O)[nH]2)cc1,-6%,1%,-2%,-9%,17%,0%,u,3%,-14,2%
Cc1cc(C)nc(SCC(=O)NC2CCCCC2C)n1 (stereo not drawn),x,5%,x,-7%,x,-13%,8%,4%,1,-3%
COc1ccccc1C=NN1C(=O)CSC1=S,x,1%,x,3%,x,-5%,-1%,x,x,x
Cc1cc(C)n2nc(N)c(N=Nc3cccc(Cl)c3)c2n1,0%,-20%,0%,1%[46.1 µM],1%,-1%,1%,10%,-6,16%
CCOC(=O)COc1ccc2c(=O)c(-c3ccccc3OC)coc2c1,-5%,0%,u,2%,u,-3%,8%,2%,-11,-2%
CCN(CC)S(=O)(=O)c1ccc(NC(=O)CCNC(=O)c2ccccc2)cc1,-4%,2%,7%,-4%,22%,-6%,23%,-7%,-2,-14%
Cc1ccc(C)c(N2CC(=O)N(c3cc(C)ccc3C)CC2=O)c1,-2%,5%,-1%,0%,4%,-6%,29%,-8%,-1,-10%
CC(=O)Nc1ccc(NC(=O)C(C)OC(=O)c2ccc3c(c2)OCCO3)cc1 (stereo not drawn),3%,4%,3%,-3%,x,1%,19%,-1%,1,2%
O=C(CCN1CCCC1Cc1ccccc1)c1ccc2c(c1)OCCO2 (stereo not drawn),10%,2%,2%,-1%,-6%,-12%,-13%,-2%,x,x
CCC(C(=O)Nc1ccon1)c1ccccc1 (stereo not drawn),-7%,0%,3%,-4%,19%,-3%,25%,-4%,38,11%
O=C1/C(=C\c2ccco2)SC(=S)N1c1ccccc1,20%,-1%,10%,x,40%[activator],0%,-1%,-5%,3,0%
CCOC(=O)C1=C(C)NC(=O)NC1c1ccc(Br)s1 (stereo not drawn),-3%,4%,-1%,-1%,2%,-5%,0%,4%,14,0%
Cc1ccc(-n2c(C)cc(C(=O)COc3c(CO)cc(F)cc3CO)c2C)cc1C,u,-3%,3%,2%[46.1 µM],-14%,-3%,0%,9%,-11,-3%
NS(=O)(=O)c1ccc(CNC(=O)/C=C/c2ccccc2)cc1,9%,1%,0%,-3%,u,0%,-18%,2%,4,-5%
Cc1ccc(CNC(=O)CS(=O)CC(=O)O)cc1 (stereo not drawn),-6%,-1%,1%,7%,-12%,-2%,1%,-1%,7,1%
CCN1CCN(c2nn3c(=O)c4ccccc4nc3c3ccccc23)CC1,16%,6%,u,4%,-29%,-4%,-34%,1%,-19,3%
COc1ccc2oc(=N)c(C(=O)Nc3ccc(C)cc3)cc2c1,13%,0%,7%,-1%,18%,-7%,u,2%,8,-1%
COCCCNC(=O)c1ccccc1N(Cc1ccccc1)S(=O)(=O)c1ccccc1,-10%,6%,1%,-2%,-25%,-1%,-19%,5%,2,2%
C=C(C)C1Cc2c(C)nn(-c3cccc4ccccc34)c2C1 (stereo not drawn),3%,-3%,4%,0%,u,0%,24%,29%,-3,x
O=C1c2ccccc2C(=O)c2c1oc(C(F)(F)F)c2C(=O)c1ccccc1,u,-12%,0%,5%,29%,-3%,-8%,-25%,58,-11%
C/C(=N\NC(=O)CN1CCN(S(=O)(=O)c2ccc(C)cc2)CC1)c1cccnc1,-2%,-7%,-7%,-2%[46.1 µM],-9%,-4%,-23%,0%,-15,0%
COC(=O)c1sccc1Oc1c(Cl)cccc1[N+](=O)[O-],20%,-8%,4%,-1%,-4%,0%,-34%,0%,-2,-3%
Cn1nc(C(=O)NC2CCCC2)c2ccccc2c1=O,x,4%,x,-1%,x,-3%,u,-1%,3,0%
CC(/C=C/c1ccccc1)=N/NC(=O)CNC(=O)c1ccccc1F,9%,-4%,10%,3%,-23%,-1%,-17%,-2%,-3,3%
CC(Nc1ncnc2ccccc12)c1ccccc1 (stereo not drawn),-6%,1%,-5%,-5%,13%,-8%,-14%,2%,-16,11%
CCOc1ccc(CCNC(=O)c2ccc(OCc3c(C)noc3C)cc2)cc1OCC,x,1%,x,7%,x,-1%,-29%,-4%,-28,1%
CCN1CCn2c3c(c4cc(Br)ccc42)CCCC31 (stereo not drawn),x,-7%,x,-4%,x,-1%,-3%,x,x,x
CC1N(C(=O)N(C)C)CCN1S(=O)(=O)c1ccccc1 (stereo not drawn),3%,3%,14%,-4%,u,1%,14%,1%,-2,9%
NC(=O)CC(NC(=O)Cc1cccc2ccccc12)c1ccc(NCc2ccc(F)cc2)c([N+](=O)[O-])c1 (stereo not drawn),1%,-10%,10%,-2%,x,-2%,-10%,-1%,-1,-41%
COc1ccc(N2CC(C(=O)Nc3ccc4c(c3)OCCO4)CC2=O)cc1 (stereo not drawn),12%,-2%,-5%,8%,0%,0%,6%,-2%,1,-2%
CC(=O)c1ccc(/C=C/c2nc3ccccc3n2C)o1,u,i,-12%,8%,x,-5%,u,-5%,6,50%
CC1(C)O[C@@H]2[C@H](O1)[C@@H](COS(=O)(=O)O)O[C@H]2n1c(=S)[nH]c2c(=O)[nH]c(N)nc21,x,6%,x,8%,x,-5%,18%,0%,30,-2%
CCCC1CC(=O)NC1(C(=O)OCC)C(=O)OCC (stereo not drawn),x,-2%,x,-2%,x,1%,-16%,x,x,x
Cc1nn(-c2ccc(F)cc2)c(Cl)c1/C=C/C(=O)N1CCNC(=O)C1,-1%,-1%,-1%,-1%,-15%,-8%,7%,7%,-1,-2%
O=C(Nc1ccccc1F)c1ccc(CNS(=O)(=O)c2cccc(C(F)(F)F)c2)cc1,9%,5%,18%,-5%,23%,-2%,29%,0%,-3,0%
O=C(c1ccc2oc(Cc3ccc(Cl)cc3)nc2c1)N1CC[C@H](O)C1,1%,-2%,48%[activator],2%,x,2%,-19%,-1%,11,14%
O=C(CCS(=O)(=O)c1ccc(Br)cc1)NCc1ccco1,-9%,-2%,1%,3%,-8%,-2%,-25%,u,6,1%
CN(Cc1cnn(C)c1)Cc1nc(COc2ccccc2)no1,-1%,2%,2%,4%,0%,0%,-53%[inhibitor],2%,-1,12%
Cc1cc(C(=O)COC(=O)CCc2nc3ccccc3s2)c(C)n1C,0%,-1%,3%,-7%,-23%,0%,2%,5%,-18,-1%
CCOc1cc(C)c(S(=O)(=O)Nc2ccc(Cl)cn2)cc1C,-4%,-11%,15%,-4%,-16%,-5%,38%,3%,-18,0%
CC(=O)c1cc(C(=O)Nc2ccccc2C(=O)O)oc1C,-13%,3%,3%,-5%,-19%,-1%,2%,-2%,-11,-6%
